Screening results from PubChem BioAssay.
ERa coact pot: enhances coactivator binding to human estrogen receptor alpha; TR-FRET ERalpha-LBD/SRC-Cy5 coactivator binding, 2 h; 100 = basal binding, no effect; coactivator binding (% of control), % at 25.6 µM; 86,000 tested, 1.3% active; AID 639; in the data active means activity above about 200%;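 further: binding measured in presence of low estradiol as agonist stimulus; 0% = peptide alone without receptor and 100% = receptor with peptide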
Smad3 inh: Smad3 (human) transcription factor binding inhibition | TR-FRET Smad3/Dy647-FoxH1 peptide binding, europium anti-His | inhibition, % at 25 µM | 88,000 tested, 0.29% active | AID 630;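 active means compounds that reduce the energy-transfer binding signal between the protein and its labelled peptide by more than half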;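 further: 0% = Smad3 plus labelled peptide maximal FRET and 100% = peptide-only background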
Target sequence (P84022 whole entry, looked up): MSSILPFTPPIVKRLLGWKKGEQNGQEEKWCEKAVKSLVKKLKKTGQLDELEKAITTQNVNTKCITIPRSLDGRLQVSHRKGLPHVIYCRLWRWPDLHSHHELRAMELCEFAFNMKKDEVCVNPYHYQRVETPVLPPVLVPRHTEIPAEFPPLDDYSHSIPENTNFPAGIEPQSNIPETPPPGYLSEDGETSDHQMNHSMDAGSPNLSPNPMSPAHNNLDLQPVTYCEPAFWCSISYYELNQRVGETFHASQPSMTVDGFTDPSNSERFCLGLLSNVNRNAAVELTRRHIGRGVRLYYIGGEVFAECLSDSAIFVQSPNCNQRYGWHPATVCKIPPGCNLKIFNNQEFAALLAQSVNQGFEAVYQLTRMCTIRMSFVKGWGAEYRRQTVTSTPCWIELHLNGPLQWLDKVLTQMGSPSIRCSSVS
HUVEC inhibit: inhibitors of human endothelial cell proliferation; HUVEC proliferation, CellTiter-Glo luminescence, 72 h; active compounds read low; viability, % at 10 µM (by protocol); 86,000 tested, 1.1% active;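 active means viability at or below 30%; inactive means viability above 30%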;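 further: 100% = median luminescence of DMSO-only cell control wells on each plate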
Candida biofilm: kills Candida albicans biofilms | C. albicans biofilm + clotrimazole, Alamar Blue | inhibition, % at 6 µM | 85,000 tested, 0.14% active | AID 834;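 active means inhibition above 20%; inactive means inhibition below 20%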;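 further: preformed 24 hr biofilms exposed to compound for 48 hr; 0% = biofilm without compound and 100% = blank killed by clotrimazole plus chlorhexidine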
Fibroblast inh: blocks proliferation of human lung fibroblasts; LL 47 human lung fibroblast viability, ATP luminescence; active compounds read low; viability, % at 10 µM; 85,000 tested, 1.1% active;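 active means viability at or below 50% in the single dose screen; inactive means viability above 50%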;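 further: compound exposure lasted 72 h before the ATP readout; 100% = median luminescence of untreated cell-only wells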
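Test system: LL 47 human lung fibroblasts / Quantity: 1,150 cells in each well / Medium: IMEM growth medium with 15% fetal bovine serum / Incubation: 72 h compound exposure at 37 °C after overnight plating / Detection: CellTiter-Glo luminescence measuring cellular ATP / Read-out: % viability versus median cells-only luminescence / Benchmarks: cell-only wells, no compound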
ERb coact inh: blocks coactivator binding to human estrogen receptor beta; 86,000 tested, 1.3% active; TR-FRET ER-beta LBD / SRC1-Cy5 peptide binding; receptor agonist-loaded with 1 µM estradiol; inhibition, % at 25.6 µM; Q92731;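 active means compounds whose percent inhibition of the receptor-coactivator binding signal exceeds about 50% in the single-dose screen, limit read from the data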;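 further: 0% = receptor plus peptide wells without compound and 100% = peptide-only wells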
ERa coact inh: ER-alpha (human) coactivator binding inhibition. inhibition, % at 25.6 µM. TR-FRET ER-alpha LBD / SRC-1 peptide, estradiol-bound. P03372. AID 629. 86,000 tested, 1.7% active; in the data active means inhibition above about 50%;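 further: 0% = receptor plus peptide control and 100% = peptide only without receptor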
sEH act: activators of human soluble epoxide hydrolase; P34913; purified human sEH enzymatic activity, activator screen; activation, % at 2 µM; 91,000 tested, 0.04% active; AID 717; in the data active means activation above about 37%; further: values of inactives mirror those of a sister screen read the other way
Target sequence (P34913 whole entry, looked up): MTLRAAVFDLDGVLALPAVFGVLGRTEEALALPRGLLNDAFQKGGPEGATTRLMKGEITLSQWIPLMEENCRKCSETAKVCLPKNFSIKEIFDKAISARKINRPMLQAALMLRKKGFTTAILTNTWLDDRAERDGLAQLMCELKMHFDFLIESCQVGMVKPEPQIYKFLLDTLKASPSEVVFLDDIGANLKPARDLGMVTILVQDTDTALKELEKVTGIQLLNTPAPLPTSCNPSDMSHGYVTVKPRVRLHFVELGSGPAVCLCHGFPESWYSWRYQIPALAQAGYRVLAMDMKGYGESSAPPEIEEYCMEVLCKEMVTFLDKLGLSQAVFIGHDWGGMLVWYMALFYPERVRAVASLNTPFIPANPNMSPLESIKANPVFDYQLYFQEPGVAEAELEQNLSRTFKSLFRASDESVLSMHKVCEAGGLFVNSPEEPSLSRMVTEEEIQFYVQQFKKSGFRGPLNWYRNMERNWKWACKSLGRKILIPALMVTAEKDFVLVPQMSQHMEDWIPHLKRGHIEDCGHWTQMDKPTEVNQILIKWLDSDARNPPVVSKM
H69AR growth 86K: growth inhibitors of human H69AR lung tumor cells. 85,000 tested, 6% active. H69AR lung tumor viability, ATP luminescence, 72 h; active compounds read low. AID 598. viability, % at 10 µM;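 active means viability at or below 40%; inactive means viability above 40%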;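 further: multidrug resistant small cell line overexpressing MRP-1 efflux transporter; 100% = mean luminescence of untreated control wells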
An asterisk follows results filed as active; . = no result given; + = active, no number; [ ] = remark or other dose. This is a subset. The share of hits here may be higher or lower than overall.

SMILES	ERa coact pot	Smad3 inh	HUVEC inhibit	Candida biofilm	Fibroblast inh	ERb coact inh	ERa coact inh	sEH act	H69AR growth 86K
CC(C)NC(=O)C1CC(=O)N(c2ccc(F)c(Cl)c2)C1 (stereo not drawn)	95.8	0.7	95.7	5.6	96.4	-26.6	-30.2	17.5	98.6
CCOC(=O)c1cnc(Nc2nc3ccccc3o2)nc1CSc1ncccn1	212.0*[fluorescence artefact?]	-5.6	88.3	8.4	87.7	2.9	54.9*	5.6	.
O=C1CCCC/C1=C\Nc1ccc(O)cc1	93.2	-0.7	89.3	4.4	89.9	8.2	3.6	0.8	66.7
Cn1cnnc1SCC(=O)NCc1cccc(C(F)(F)F)c1	108.5	0.5	90.8	5.3	91.7	-9.8	-12.5	5.5	97.0
COc1ccc(N/C=C2\CCOC2=O)cc1	136.9	7.3	74.8	7.3	102.4	-7.9	-3.1	.	79.8
COC(=O)c1cn(CCOc2ccccc2F)c2ccccc12	96.9	0.6	89.7	4.4	93.0	-2.1	18.2	-13.5	92.4
CSc1nc2c(c(=O)[nH]1)C(c1ccncc1)C(C(=O)OC(C)C)=C(C)N2 (stereo not drawn)	88.5	-8.8	89.2	2.5	110.5	-1.6	-2.6	5.2	88.9
CC(=O)c1cccc(NC(=O)CCOc2ccccc2)c1	119.0	0.5	95.5	8.2	105.8	-2.5	-6.4	-9.3	96.1
COC(=O)COc1ccc(C2NC(=O)NC(c3ccccc3)=C2C(C)=O)cc1OC (stereo not drawn)	103.6	-6.1	95.2	6.2	100.5	-1.8	-6.8	-0.6	82.1
Cc1cc2c(c(N)n1)c(=O)oc1ccccc12	88.3	-10.2	73.4	11.5	88.5	10.5	11.9	16.1	70.5
COCCCNC(=O)c1ccc(N(C)S(=O)(=O)c2ccc(OC)cc2)cc1	94.9	-5.0	101.4	9.3	95.2	-2.1	-2.7	-6.4	78.9
O=C(c1ccc(NS(=O)(=O)c2ccccc2)cc1)N1CCCC1	117.8	-6.0	90.1	5.1	98.2	10.7[fluorescence artefact?]	4.8	-5.2	93.3
O=C(Nc1nc(NC(=O)c2ccco2)n(-c2ccccc2)n1)c1ccccc1	96.1	-6.1	93.0	3.4	34.7*	-3.3[fluorescence artefact?]	-35.6	2.4	1.4*
O=C(Cc1c(C(=O)O)[nH]c2ccccc12)Nc1ccc2c(c1)OCO2	87.3	11.5	95.2	-1.3	106.7	15.9[fluorescence artefact?]	7.0	.	97.6
C=CCSc1nnc(NC(=O)c2ccc(S(=O)(=O)NCC3CCCO3)cc2)s1 (stereo not drawn)	99.3	7.0	80.9	1.0	90.5	-3.3	0.3	-15.1	51.2

Reprinted at random: 3 compounds from above.
SMILES	ERa coact pot	Smad3 inh	HUVEC inhibit	Candida biofilm	Fibroblast inh	ERb coact inh	ERa coact inh	sEH act	H69AR growth 86K
CC(C)NC(=O)C1CC(=O)N(c2ccc(F)c(Cl)c2)C1 (stereo not drawn)	95.8	0.7	95.7	5.6	96.4	-26.6	-30.2	17.5	98.6
O=C(c1ccc(NS(=O)(=O)c2ccccc2)cc1)N1CCCC1	117.8	-6.0	90.1	5.1	98.2	10.7[fluorescence artefact?]	4.8	-5.2	93.3
C=CCSc1nnc(NC(=O)c2ccc(S(=O)(=O)NCC3CCCO3)cc2)s1 (stereo not drawn)	99.3	7.0	80.9	1.0	90.5	-3.3	0.3	-15.1	51.2

Remaining list, next part:
SMILES	ERa coact pot	Smad3 inh	HUVEC inhibit	Candida biofilm	Fibroblast inh	ERb coact inh	ERa coact inh	sEH act	H69AR growth 86K
COC(=O)C1=C(C(=O)OC)SC(=C2C(=S)C(C)(C)N(C(=O)CC(C)C)c3ccccc32)S1	85.5	18.7	76.4	6.0	92.2	-4.8	-4.3	0.1	17.3*
COC(=O)c1cc(C(=O)OC)cc(N2C(=O)CN=C2Nc2nc(C)cc(C)n2)c1	98.2	18.9[fluorescence artefact?]	92.5	5.4	98.8	-27.1[fluorescence artefact?]	-12.6[fluorescence artefact?]	9.2	83.4
O=C1C2C3C=CC(CO)(O3)C2C(=O)N1c1ccc(-c2ccccc2)cc1 (stereo not drawn)	76.7	8.4	88.3	6.8	61.8	-0.3	-50.4[fluorescence artefact?]	.	98.1
CC(C)CCNc1cc(=O)n(C)c(=O)n1C	114.8	10.2	97.6	5.9	98.7	-4.9[fluorescence artefact?]	-14.3[fluorescence artefact?]	.	107.9
COCCN1C(=O)C(O)=C(C(=O)c2ccco2)C1c1cccc(Oc2ccccc2)c1 (stereo not drawn)	113.4[fluorescence artefact?]	10.8[fluorescence artefact?]	99.5	9.7	98.7	5.1	-0.2	-2.4	89.0
CCCc1cc2c(=O)c(-c3ccccn3)coc2cc1OC	+[fluorescence artefact?]	0.1	121.9	3.5	99.5	6.6	9.0	4.8	103.2
CCOC(=O)CC(NC(=O)c1ccco1)c1ccc(OC)cc1 (stereo not drawn)	117.2	2.3	86.4	9.7	105.1	-5.0[fluorescence artefact?]	5.8[fluorescence artefact?]	9.4	95.4
CC(NC(=O)c1ccc(F)cc1)C(c1cccs1)N1CCN(C)CC1 (stereo not drawn)	112.8	3.1	94.1	7.1	98.6	-7.1	-2.2	11.6	95.6
O=C(NC1CCCCCC1)C1CCCN(S(=O)(=O)c2cnc[nH]2)C1 (stereo not drawn)	134.4	3.7	99.7	17.3	93.8	-1.6	-10.5	.	93.1
Cc1cc(C)n2nc(SCC3COc4ccccc4O3)nc2n1 (stereo not drawn)	128.1	1.7	93.2	5.8	103.0	-7.1	-0.8	0.9	85.4
CCCn1c2c(c(O)c(C(=O)Nc3ccc(C)cn3)c1=O)CCCC2	77.6	-16.2	102.2	-1.6	104.2	5.1	3.1	24.1	90.5
Cc1sc(NC(=O)C2CCCO2)c(C(N)=O)c1C (stereo not drawn)	92.2	-3.2	87.3	-3.9	95.1	16.0[fluorescence artefact?]	-42.1	-1.0	94.0
CCC(=O)NC(c1ccccc1OC)c1ccc2cccnc2c1O (stereo not drawn)	110.1[fluorescence artefact?]	6.1	4.1*	3.8	11.5*	-25.6	-24.5	-1.3	1.8*
CCn1cc(Br)c(C(=O)Nc2ccc(OC)cc2)n1	114.5	3.5	92.7	1.1	87.8	-7.8	-4.5	3.7	98.8
COCCCNC(=O)CN(C1CCCCC1)S(=O)(=O)c1ccc(C)cc1	134.2	13.3	107.7	5.9	98.8	-4.7	-2.9	0.0	95.7
O=c1cc(CO)oc(C(Nc2ccccn2)c2ccc(C(F)(F)F)cc2)c1O (stereo not drawn)	77.2[fluorescence artefact?]	1.7	90.7	7.6	88.9	8.2[fluorescence artefact?]	16.3[fluorescence artefact?]	-6.4	19.2*
COc1ccc(C2C(C(=O)NCCN3CCOCC3)c3ccccc3C(=O)N2C2CCCCC2)cc1 (stereo not drawn)	142.0	0.4	77.5	8.5	77.9	-4.2	-15.2	-4.4	74.3
Cc1cc(NC(=O)COC(=O)c2cc(S(=O)(=O)N3CCOCC3)ccc2N2CCCCC2)no1	105.2	-6.2	94.7	3.9	102.5	-5.8	-1.2	-4.1	77.3
O=C(N1CCCCC1)C12CC3CC(CC(C3)C1)C2	83.5	2.6	88.2	5.2	93.3	-6.5	-3.2	-1.3	89.2
Cn1nnnc1SCC(=O)N1CCc2ccccc2C1	110.1	8.7	93.3	0.1	112.8	7.7[fluorescence artefact?]	1.3	10.4	107.4
Cc1nnc(SCc2ccc(Cl)cc2Cl)[nH]c1=O	96.7	4.8	98.9	10.5	100.2	1.7	-2.6	-7.2	101.9
COc1ccc(NC(C)=O)cc1NC(=O)CSc1nnc(-c2ccncc2)n1C	99.2	4.1[fluorescence artefact?]	93.9	-4.7	95.3	-24.2	-23.1	-11.3	88.5
CCOc1cc(-c2noc(-c3ccncc3)n2)cc(Br)c1OC	123.2[fluorescence artefact?]	8.9	64.8	3.4	109.2	-0.9[fluorescence artefact?]	-6.1[fluorescence artefact?]	.	20.3*
O=C(Nc1ccc(F)c(Cl)c1)C1CCN(S(=O)(=O)c2cccnc2)CC1	109.5	-10.5	97.9	12.3	102.9	-6.5[fluorescence artefact?]	4.0[fluorescence artefact?]	-2.9	71.8
COCCNC(=O)c1cc(-c2ccccc2OC)on1	134.3[fluorescence artefact?]	-2.4	90.4	6.1	95.1	-2.0	-1.8	6.8	36.3*
O=C(CC(c1ccccc1)C1CCCCC1=O)c1ccco1 (stereo not drawn)	100.5	-13.9	99.9	-0.8	100.6	-3.3[fluorescence artefact?]	3.5	11.2	100.6
CC(=O)OCCNC(=O)Cn1cnc2c1c(=O)n(C)c(=O)n2C	113.0	21.4[fluorescence artefact?]	86.4	5.7	93.5	3.7	-3.5[fluorescence artefact?]	.	99.1
Cc1ccc2oc(-c3ccccc3C(=O)O)cc(=O)c2c1	97.8	0.1	95.3	-1.2	101.9	2.4	-2.0	-2.0	86.8
CC1=C(C(=O)OC(C)C)C2(O)C(=O)c3ccccc3C2(O)N1 (stereo not drawn)	111.1	29.6	113.3	-0.1	107.3	18.5[fluorescence artefact?]	-5.8[fluorescence artefact?]	7.6	111.7
O=C(Nc1nnc(C2CCCC2)s1)C1CCN(S(=O)(=O)c2ccc(Cl)cc2)CC1	125.3	3.5	102.5	5.5	103.3	-8.2	-1.5	16.0	59.3
CC12CCCCC1(O)[N+](=O)C1=C(CCCC1)N2[O-] (stereo not drawn)	68.1[fluorescence artefact?]	5.2	98.6	-2.9	105.2	66.5*	39.0	2.9	77.4
CCOc1ccccc1C(=O)NCC(=O)OCC(=O)N1C(C)CCCC1C (stereo not drawn)	110.5	-7.8	104.0	7.3	104.4	0.5	-10.1[fluorescence artefact?]	-1.5	97.7
CCOC(=O)CNc1c(-c2ccc(OC)cc2)nc2ccc(Cl)cn12	106.2	-12.8	90.0	5.6	95.9	-22.1	-3.3	-4.0	96.1
CN1CCCN(C(=O)Cc2c(Cl)cccc2Cl)c2nc3ccccc3nc21	78.3	8.4	83.5	2.5	98.9	-0.3	2.5	8.1	71.8
Cc1ccc(-n2c(SCc3cc(=O)n4ccsc4n3)nnc2-c2cccnc2)c(C)c1	120.3[fluorescence artefact?]	14.8	100.2	3.0	94.2	62.3*	75.2*[fluorescence artefact?]	-13.1	84.3
COc1ccccc1-n1c(N)c(C(=O)NCC2CCCO2)c2nc3ccccc3nc21 (stereo not drawn)	112.0	2.2	64.7	8.3	80.2	3.9	-5.7	.	53.2
Cc1cc(C)cc(N=c2c([N+](=O)[O-])nn(-c3cccc(Cl)c3)n2O)c1	115.7	2.9	78.9	-0.2	58.6	-2.5	-7.3	-12.4	53.4
COc1ccc(OC)c(C2CC(=O)C(C)C(c3cc(OC)ccc3OC)N2)c1 (stereo not drawn)	119.7	7.2	96.6	5.2	99.8	-2.6	7.7	-9.4	87.8
CNc1nc(OCC(F)(F)F)nc(N2CCOCC2)n1	106.3	18.7[fluorescence artefact?]	95.6	7.0	89.8	-7.7	12.2	22.9	104.9
CCc1c(O)nc(SCC(=O)Nc2ccc(OC)cc2)n(C2CCCCC2)c1=O	68.3	-3.7	87.7	2.7	98.8	14.0	7.7	-15.6	73.1
O=C(CCCOc1ccccc1)Nc1nccs1	109.3	-0.9	95.0	3.6	100.8	7.4	-2.4	10.5	93.4
CCNC(=O)CN1C(=O)NC2(CCCc3cc(OC)ccc32)C1=O (stereo not drawn)	104.0	-2.1	102.5	-0.7	107.7	14.3[fluorescence artefact?]	8.9[fluorescence artefact?]	12.1	98.5
